# EZH2 inh: inhibitors of human EZH2/PRC2 methyltransferase; Q15910; PRC2 H3K27 methylation, DELFIA TRF, 1 h; inhibition, % at 12.5 µM; 57,000 tested, 0.35% active;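 active = mean inhibition of replicates at least 50% and every single replicate also reaching 50%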;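 note: dimethyl H3K27 on biotinylated H3 21-44 peptide detected by antibody; plate controls were median neutral control wells for no effect and median positive control wells for full effect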
# IDH1 R132H inh: IDH1 R132H (human) inhibition. IDH1 R132H reductase, diaphorase/resazurin fluorescence, 60 min. inhibition, % at 10 µM. 70,000 tested, 0.18% active. O75874; in the data active = inhibition above about 34%;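 note: 0% = DMSO and 100% = no enzyme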
# Target sequence (O75874 whole entry R132H): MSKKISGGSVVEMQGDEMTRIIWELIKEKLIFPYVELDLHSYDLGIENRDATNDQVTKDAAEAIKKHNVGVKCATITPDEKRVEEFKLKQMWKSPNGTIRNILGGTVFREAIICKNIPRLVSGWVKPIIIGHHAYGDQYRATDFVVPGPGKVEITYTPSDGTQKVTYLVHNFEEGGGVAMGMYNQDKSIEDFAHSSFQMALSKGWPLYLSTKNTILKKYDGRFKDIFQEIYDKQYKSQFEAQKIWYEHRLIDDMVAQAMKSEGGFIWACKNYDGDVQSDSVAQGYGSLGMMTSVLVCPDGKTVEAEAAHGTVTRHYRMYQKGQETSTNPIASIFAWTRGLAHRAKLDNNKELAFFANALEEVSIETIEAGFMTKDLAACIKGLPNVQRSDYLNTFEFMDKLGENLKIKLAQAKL
# * = called active by the depositor; nt = no result given; & = joins results of further samples. This is a subset (hit frequency here may not be typical).
structure	EZH2 inh	IDH1 R132H inh
CC(C)=CCC/C(C)=C/CCC1(C)Oc2c(c(O)cc3c2CN(C(CCC(=O)O)C(=O)O)C3=O)CC1O (centres undefined)	4	0.2
COc1ccccc1S(=O)(=O)N(C)C[C@H]1Oc2cc(/C=C/c3ccccc3)ccc2S(=O)(=O)N([C@@H](C)CO)C[C@@H]1C	-15	-0.6
CCCC(=O)CC(c1ccccc1)C1C(=O)c2ccccc2C1=O (centres undefined)	-5	0.5
CC(C)C(NS(=O)(=O)c1ccc(-c2ccc(Br)cc2)cc1)C(=O)O (centres undefined)	nt	2.8
Cc1ccc(S(=O)(=O)N(C)C[C@H]2Oc3ncc(Br)cc3C(=O)N([C@H](C)CO)C[C@H]2C)cc1	16	-0.1
C[C@@H]1CN([C@H](C)CO)C(=O)c2cc(NC(=O)CCCN(C)C)ccc2O[C@@H]1CN(C)C(=O)Nc1ccccc1	nt	-0.2
CO[C@@H]1CN(C)C(=O)c2ccc(NC(=O)C3CC3)cc2OC[C@H](C)N(C(=O)c2ccccc2F)C[C@@H]1C	3	0.2
COc1ccc(S(=O)(=O)N[C@H]2CC[C@H](CCn3cc(C(C)C)nn3)O[C@@H]2CO)cc1	0	0.1
COc1ccc(NC(=O)Nc2ccc3c(c2)C(=O)N([C@@H](C)CO)C[C@@H](C)[C@@H](CN(C)S(=O)(=O)c2cn(C)cn2)OCCCC[C@@H](C)O3)cc1	nt	-0.5
Cc1ccccc1S(=O)(=O)N(C)C[C@H]1OCc2ccccc2-c2c(n(C)c3ccccc23)C(=O)N([C@H](C)CO)C[C@@H]1C	-35	nt
O=C(C[C@@H]1C[C@H]2c3cc(NC(=O)C4CCC4)ccc3O[C@H]2[C@H](CO)O1)NCCc1ccccc1	3	0.3
C[C@@H]1CN([C@@H](C)CO)C(=O)c2ccccc2-c2ccccc2CO[C@H]1CN(C)C(=O)Nc1ccc2c(c1)OCO2	0	nt
COCCOC(=O)N1C(=O)[C@@]2(c3ccccc31)[C@H](c1ccc(O)cc1)N1[C@H](c3ccccc3)[C@H](c3ccccc3)OC(=O)[C@H]1[C@@H]2C(N)=O	-17	nt
CCCn1c(=O)cc(N)n(-c2ccc(Cl)cc2)c1=O	-1	-0.2
O=C1O[C@H](c2ccccc2)[C@H](c2ccccc2)N2[C@H]1[C@@H](C(=O)N1CCN(c3ncccn3)CC1)[C@]1(C(=O)Nc3ccccc31)[C@H]2c1ccc(OCCO)cc1	-17	nt
C[C@@H]1CN([C@@H](C)CO)C(=O)Cc2cc(N(C)C)ccc2O[C@@H]1CN(C)S(=O)(=O)c1ccccc1	4	-3.9
O=C(C[C@H]1C[C@H]2c3cc(NC(=O)Nc4ccc(F)cc4)ccc3O[C@H]2[C@H](CO)O1)NCC1CC1	10	2.2
C[C@@H]1CN([C@H](C)CO)C(=O)CCCn2nncc2CO[C@@H]1CN(C)C(=O)Nc1cccc(F)c1	nt	3.4
Cc1noc(C)c1NC(=O)Nc1cccc2c1O[C@@H](CN(C)Cc1ccc(-c3ccccc3)cc1)[C@H](C)CN([C@@H](C)CO)C2=O	-4	1.9
CC(/C=C/C(=O)NO)=C\c1ccccc1OCc1cn(C[C@@H]2CCCN2S(=O)(=O)c2ccc(C)cc2)nn1	-27	0.4
COc1ccccc1NC(=O)CCN1C(=O)C2C3CCC(C3)C2C1=O (centres undefined)	-3	0.3
C[C@H]1CN([C@@H](C)CO)C(=O)c2cc(C#Cc3ccccc3F)cnc2O[C@@H]1CN(C)C(=O)C1CC1	-2	0.1
Cc1ccc(S(=O)(=O)N(C)C[C@H]2Oc3ccc(NS(=O)(=O)c4ccc(F)cc4)cc3CC(=O)N([C@H](C)CO)C[C@@H]2C)cc1	nt	1.2
CC(C)C#Cc1cnc2c(c1)C(=O)N([C@H](C)CO)C[C@@H](C)[C@@H](CN(C)C(=O)CCN1CCCCC1)O2	3	-0.5
CO[C@@H](CN(C)C(=O)c1ccccc1F)[C@H](C)CN([C@H](C)CO)S(=O)(=O)c1ccc(F)cc1	-1	0.6
COc1ccccc1CNC(=O)C[C@@H]1C=C[C@@H](NC(=O)CC2CC2)[C@@H](CO)O1	7	0.1
C[C@@H]1CN([C@H](C)CO)C(=O)c2cccc(NC(=O)C3CCOCC3)c2O[C@H]1CN(C)C(=O)Nc1ccc(F)cc1	5	0.4
C[C@H]1CN([C@@H](C)CO)S(=O)(=O)c2ccc(-c3cncnc3)cc2O[C@@H]1CN(C)C(=O)NC1CCCC1	nt	-0.3
COc1ccc(CNC(=O)C[C@@H]2CC[C@@H](NC(=O)c3ccc4c(c3)OCO4)[C@H](CO)O2)cc1	-4	-0.1
CO[C@@H]1CN(C)C(=O)c2cc(NC(C)=O)ccc2OC[C@H](C)N(Cc2cccc(F)c2)C[C@@H]1C	5	-0.5
C=CC[C@@]1(C(=O)N2CCOCC2)N=C(c2ccc(OCCCO)cc2)O[C@@H]1c1ccccc1	2	nt
C=CCN1Cc2ccccc2[C@@H]2OC(c3ccc(OCCCO)cc3)=N[C@]2(CCC(=O)OC(C)(C)C)C1=O	12	nt

# Some of the entries so far, with two lines to a compound:
# Every second line gives: EZH2 inh, IDH1 R132H inh
O=C(C[C@@H]1C[C@H]2c3cc(NC(=O)C4CCC4)ccc3O[C@H]2[C@H](CO)O1)NCCc1ccccc1
→ 3, 0.3
C[C@@H]1CN([C@@H](C)CO)C(=O)c2ccccc2-c2ccccc2CO[C@H]1CN(C)C(=O)Nc1ccc2c(c1)OCO2
→ 0, nt
COCCOC(=O)N1C(=O)[C@@]2(c3ccccc31)[C@H](c1ccc(O)cc1)N1[C@H](c3ccccc3)[C@H](c3ccccc3)OC(=O)[C@H]1[C@@H]2C(N)=O
→ -17, nt
CCCn1c(=O)cc(N)n(-c2ccc(Cl)cc2)c1=O
→ -1, -0.2
O=C1O[C@H](c2ccccc2)[C@H](c2ccccc2)N2[C@H]1[C@@H](C(=O)N1CCN(c3ncccn3)CC1)[C@]1(C(=O)Nc3ccccc31)[C@H]2c1ccc(OCCO)cc1
→ -17, nt
C[C@@H]1CN([C@@H](C)CO)C(=O)Cc2cc(N(C)C)ccc2O[C@@H]1CN(C)S(=O)(=O)c1ccccc1
→ 4, -3.9
O=C(C[C@H]1C[C@H]2c3cc(NC(=O)Nc4ccc(F)cc4)ccc3O[C@H]2[C@H](CO)O1)NCC1CC1
→ 10, 2.2
C[C@@H]1CN([C@H](C)CO)C(=O)CCCn2nncc2CO[C@@H]1CN(C)C(=O)Nc1cccc(F)c1
→ nt, 3.4
Cc1noc(C)c1NC(=O)Nc1cccc2c1O[C@@H](CN(C)Cc1ccc(-c3ccccc3)cc1)[C@H](C)CN([C@@H](C)CO)C2=O
→ -4, 1.9
CC(/C=C/C(=O)NO)=C\c1ccccc1OCc1cn(C[C@@H]2CCCN2S(=O)(=O)c2ccc(C)cc2)nn1
→ -27, 0.4

# New compounds follow.
compound | EZH2 inh | IDH1 R132H inh
O=C(N/N=C/c1ccc(O)c(F)c1)c1ccccn1 | 1 | -0.1
C[C@H](CO)N1C[C@H](C)[C@H](CN(C)S(=O)(=O)c2ccc(C#N)cc2)OCc2cnnn2CCCC1=O | nt | 0.7
COc1ccc(-c2cnc3c(c2)C(=O)N([C@H](C)CO)C[C@H](C)[C@@H](CN(C)C(=O)NC2CCCC2)O3)cc1 | nt | -0.4
C[C@H]1CN([C@@H](C)CO)C(=O)c2cc(C3=CCCCC3)cnc2O[C@H]1CN(C)C(=O)NC1CCCC1 | 3 | nt
COc1ccc(S(=O)(=O)Nc2ccc3c(c2)CC(=O)N([C@H](C)CO)C[C@H](C)[C@H](CN(C)S(=O)(=O)c2cn(C)cn2)O3)cc1 | nt | -4.4
Cc1noc(C)c1S(=O)(=O)Nc1cccc2c1O[C@@H](CN(C)S(=O)(=O)c1ccc(F)cc1)[C@@H](C)CN([C@@H](C)CO)C2=O | nt | 5.2
COc1ccc(NC(=O)N(C)C[C@@H]2Oc3ccc(NC(=O)c4ccncc4)cc3C(=O)N([C@H](C)CO)C[C@H]2C)cc1 | -3 | 0.7
C[C@H]1CN([C@@H](C)CO)C(=O)c2cc(-c3cccnc3)cnc2O[C@@H]1CN(C)S(C)(=O)=O | 3 | -0.6
C[C@H](CO)N1C[C@H](C)[C@@H](CN(C)C(=O)Nc2ccccc2)Oc2ccc(NS(C)(=O)=O)cc2C1=O | 5 | 0.5
CN1C(=O)c2ccc(NC(=O)CCn3cnc4ccccc4c3=O)cc2C1=O | 0 | 0.7
C[C@@H]1CN([C@@H](C)CO)C(=O)c2cc(NS(C)(=O)=O)ccc2O[C@@H]1CN(C)C(=O)Nc1ccc(C(F)(F)F)cc1 | 6 | 0.3
COc1ccc(C2C(C(=O)c3cccs3)C(=O)C(=O)N2CCCN2CCOCC2)cc1 (centres undefined) | 4 | 0.2
CCC(=O)Nc1ccc2c(c1)OC[C@@H](C)N(Cc1ccccc1F)C[C@@H](C)[C@H](OC)CN(C)C2=O | -13 | 0.1
COc1ccc(-n2c(SCC(=O)Nc3ccccc3C(F)(F)F)nnc2-c2ccccc2)cc1 | 1 | -0.2
Cc1cc(C)c2oc(-c3ccc(C)c(NC(=O)COc4ccccc4C)c3)nc2c1 | -11 | -0.1
COc1ccc2cc([C@H](C)C(=O)O)ccc2c1 | 3 | 2.7&-0.2
CCCNC(=O)N(C)C[C@H]1Oc2cc(C#CCC(C)C)ccc2S(=O)(=O)N([C@@H](C)CO)C[C@H]1C | nt | -0.2
CCCC(O)/C(=C/C1=C(C(=O)CC(CC(=O)O)OC(N)=O)C(=O)c2cccc(O)c2C1=O)CC(C(=O)O)[N+](C)(C)C (centres undefined) | -1 | 2.7
Cc1noc(C)c1S(=O)(=O)N(C)C[C@@H]1OCCCC[C@H](C)Oc2ccc(NC(=O)NC(C)C)cc2C(=O)N([C@H](C)CO)C[C@H]1C | nt | 0.1
NC(=O)C1CCCN(/[N+]([O-])=N/OCCBr)C1 (centres undefined) | -8 | nt
O=C(CCCCCC(=O)Nc1ccccc1O)N/N=C/c1cccc(O)c1 | 6 | 0.1
Cc1ccc(CCC(=O)Nc2ccc(/C=C/c3ccccc3)cc2)o1 | 3 | 0.0
CC(=O)N(C)C[C@H]1Oc2cc(C#C[C@@H](C)O)ccc2S(=O)(=O)N([C@H](C)CO)C[C@H]1C | nt | -0.1
C[C@@H]1CN([C@H](C)CO)C(=O)c2cc(NC(=O)C3CCCCC3)ccc2O[C@H]1CN(C)Cc1ccccc1 | -8 | 2.6
COc1ccc(-c2nnc(SCC(=O)Nc3ccc4cn[nH]c4c3)n2-c2ccc(Cl)cc2)cc1 | 2 | 1.6
CC(C)NC(=O)N(C)C[C@@H]1Oc2ccc(NS(=O)(=O)c3cn(C)cn3)cc2CC(=O)N([C@H](C)CO)C[C@H]1C | nt | 3.3
C[C@H]1CN([C@@H](C)CO)C(=O)Cc2cc(NS(=O)(=O)c3ccccc3)ccc2O[C@H]1CN(C)Cc1ccc(Cl)c(Cl)c1 | -2 | 3.0
Cc1ccc(S(=O)(=O)N(C)C[C@H]2Oc3ccc(NC(=O)C4CCCCC4)cc3C(=O)N([C@H](C)CO)C[C@@H]2C)cc1 | -12 | 0.0
O=C(C[C@@H]1C=C[C@@H](NC(=O)c2ccncc2)[C@@H](CO)O1)NCCc1ccncc1 | -3 | 0.4
Cc1ccc(S(=O)(=O)Nc2ccc3c(c2)CC(=O)N([C@H](C)CO)C[C@@H](C)[C@@H](CN(C)S(=O)(=O)c2cccs2)O3)cc1 | nt | 0.5
Cc1noc(C)c1NC(=O)N[C@H]1CC[C@@H](CC(=O)Nc2ccc(-c3ccccc3)cc2)O[C@@H]1CO | -7 | -0.2
O=C(C[C@H]1C[C@@H]2c3cc(NC(=O)c4ccc5c(c4)OCO5)ccc3O[C@@H]2[C@H](CO)O1)NCc1ccc(Cl)cc1 | -14 | -0.6
COc1ccc(Cl)cc1NC(=S)NCCCN1CCCC1=O | -3 | -0.1
C[C@@H]1CCCCO[C@@H](CN(C)S(=O)(=O)c2ccccc2)[C@@H](C)CN([C@@H](C)CO)C(=O)c2cc(NC(=O)c3ccccc3)ccc2O1 | nt | 1.9
C[C@@H]1CN([C@H](C)CO)C(=O)c2cc(NC(=O)Nc3ccc4c(c3)OCO4)ccc2O[C@@H]1CN(C)Cc1ccc(C(F)(F)F)cc1 | nt | -0.3
COc1ccc(NC(=O)N(C)C[C@H]2OCc3cn(nn3)CCCC(=O)N([C@@H](C)CO)C[C@H]2C)c(OC)c1 | -1 | 0.4
CC(C)CC#Cc1ccc2c(c1)O[C@H](CN(C)C(=O)c1ccccc1)[C@H](C)CN([C@@H](C)CO)S2(=O)=O | -18 | -0.2
C[C@H]1CN([C@@H](C)CO)C(=O)c2cccc(N(C)C)c2O[C@@H]1CN(C)Cc1ccc(C(=O)Nc2ccccc2N)cc1 | -10 | 0.2
CO[C@H]1CN(C)C(=O)c2ccc(NS(=O)(=O)c3ccccc3Cl)cc2OC[C@H](C)NC[C@@H]1C | 3 | 0.5
OC(CSc1nc2ccccc2s1)CC(O)c1ccccc1 (centres undefined) | 3 | nt
Cc1cc2ncc(-c3ccccc3)nc2cc1C | -10 | -0.4
COc1ccc(NC(=O)Nc2ccc3c(c2)CC(=O)N([C@@H](C)CO)C[C@@H](C)[C@H](CN(C)S(=O)(=O)c2cccs2)O3)cc1 | nt | 1.3
C[C@H](CO)N1C[C@H](C)[C@@H](CN(C)Cc2ccc3c(c2)OCO3)Oc2cc(Br)ccc2S1(=O)=O | 16 | nt
C[C@@H]1CN([C@H](C)CO)C(=O)Cc2cc(NC(=O)c3ccncc3)ccc2O[C@@H]1CN(C)C(=O)NC1CCCCC1 | -4 | 4.9
Cc1noc(C)c1NC(=O)Nc1ccc2c(c1)C(=O)N([C@@H](C)CO)C[C@@H](C)[C@@H](CN(C)C(=O)Nc1ccc(F)cc1)OCCCC[C@@H](C)O2 | nt | 1.8
C[C@@]12C[C@@H](c3ccoc3)OC(=O)[C@H]1CC[C@@]1(C)C(C(=O)O)=CCC[C@@H]21 | nt | 0.2
Cc1noc(C)c1NC(=O)Nc1ccc2c(c1)CC(=O)N([C@@H](C)CO)C[C@H](C)[C@H](CN(C)S(=O)(=O)c1cccs1)O2 | nt | 0.2

# High-throughput results from PubChem.
